DNMT1 inh – inhibitors of human DNMT1 | P26358 | DNMT1 molecular beacon, Hinp1I cleavage, fluorescence | inhibition (reported as % activation of signal), % at 10 µM | 360,000 compounds, 0.83% hits; in the data active means inhibition above about 50%
TbMetRS inhib – blocks T. brucei methionyl-tRNA synthetase activity. purified T. brucei MetRS, ATP depletion, Kinase-Glo luminescence. inhibition, % at 11.9 µM. 360,000 compounds, 0.4% hits. AID 624268;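 active means inhibition above a per-plate cutoff of the control wells' mean inhibition plus 3 SD, cut at about 5.5% in these data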;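 further: 0% = DMSO wells median and 100% = median of wells with control inhibitor compound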
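Material: parasite MetRS enzyme / Replication: singlicate, one well per compound / Signal: luminescence of leftover ATP / Schedule: 2 h aminoacylation at 25 °C after 15 min preincubation / Medium: HEPES-MgCl2-KCl buffer plus DTT, spermine, BSA, pyrophosphatase / Doses: 11.9 µM single point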
LMPTP inh – LMPTP (human) inhibition | inhibition, % at 20 µM | 360,000 compounds, 0.22% hits | recombinant LMPTP-A, OMFP fluorogenic substrate, fluorescence intensity;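 active means compounds that cut the enzyme signal by at least half of the control window in the single-dose screen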;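 further: plate controls were DMSO wells with enzyme plus substrate for no effect and substrate without enzyme for full effect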
Target sequence (P24666 whole entry, looked up): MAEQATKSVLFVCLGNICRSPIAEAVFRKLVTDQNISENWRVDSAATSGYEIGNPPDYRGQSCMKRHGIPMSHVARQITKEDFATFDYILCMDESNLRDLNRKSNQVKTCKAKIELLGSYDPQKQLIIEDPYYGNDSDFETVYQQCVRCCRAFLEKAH
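Assay system: LMPTP-A enzyme. Input: 0.625 nM LMPTP-A final. Probe or stimulus: 400 µM OMFP. Compound dosing: single 20 µM dose. Schedule: 50 min dark incubation at room temperature. Detection: fluorescence intensity of OMFP turnover product. Read-out: percent inhibition versus substrate-only and uninhibited controls. Benchmarks: no-enzyme low control, uninhibited high control.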
Scp1 inh – blocks human Scp-1 phosphatase activity. Recombinant Scp1, phosphopeptide, malachite green phosphate absorbance. inhibition, % at 20 µM. Q9GZU7. 340,000 compounds, 0.88% hits;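 active means inhibition above about 50% at 20 µM, limit read from the data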;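 further: plate controls were DMSO wells with enzyme for no effect and wells lacking enzyme for full effect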
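Test system: SCP-1 catalytic domain; Buffer or medium: Acidic Tris acetate buffer with magnesium and detergent; Also added: Phosphorylated 17-residue peptide substrate; Compound: single 20 µM dose, 1% DMSO; Schedule: enzyme reaction 45 min at room temperature, colour 5 min, stabilisation 30 min; Signal: Phosphate-binding colour reagent, absorbance read at 630 nm.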
Rpn11 block – Rpn11 (human) deubiquitinase inhibition; O00487; human 26S proteasome, Ub4-pepOG fluorescence polarization; 20S core pre-blocked with epoxomicin; calls only at 20 µM; 360,000 compounds, 0.59% hits;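 active means inhibition at 20 µM, scaled to each plate's controls, above about 33%, limit read from the data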
Target sequence (O00487 whole entry, looked up): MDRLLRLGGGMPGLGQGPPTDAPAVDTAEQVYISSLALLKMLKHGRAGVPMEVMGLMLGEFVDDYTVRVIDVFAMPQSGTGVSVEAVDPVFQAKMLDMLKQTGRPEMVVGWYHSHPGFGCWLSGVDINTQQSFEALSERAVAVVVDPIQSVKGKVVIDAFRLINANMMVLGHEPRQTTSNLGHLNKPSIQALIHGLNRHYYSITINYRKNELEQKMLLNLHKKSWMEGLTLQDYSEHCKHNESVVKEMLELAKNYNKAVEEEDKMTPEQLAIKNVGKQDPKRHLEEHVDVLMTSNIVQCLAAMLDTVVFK
SUMO1 PPI mod – modulators of human SUMO1-mediated protein-protein interactions; AID 602429; inhibition, % at 20 µM; 360,000 compounds, 0.33% hits; SUMO1 binding to a labelled peptide, TR-FRET, 1 h; in the data active means inhibition above about 37%
Target sequence (P63165 whole entry, looked up): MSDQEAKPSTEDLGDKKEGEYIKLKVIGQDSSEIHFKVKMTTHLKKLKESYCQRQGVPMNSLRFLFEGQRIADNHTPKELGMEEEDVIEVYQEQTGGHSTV
PABP1 MLLE inh – blocks PAM2 peptide binding to the PABP1 MLLE domain. P11940. inhibition, % at 20 µM. GST-MLLE / FITC-PAM2 fluorescence polarization. 360,000 compounds, 0.36% hits; in the data active means inhibition above about 35%, passing the limit was not always enough;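 further: plate controls were DMSO wells with GST-MLLE for no effect and wells lacking GST-MLLE protein for full effect; some results filed as inactive read as strong as hits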
STEP inh – blocks human striatal-enriched tyrosine phosphatase. recombinant STEP, OMFP fluorogenic substrate, fluorescence. AID 588621. inhibition, % at 20 µM. 360,000 compounds, 0.25% hits. P54829;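 active means inhibition at 20 µM, scaled per plate between control wells, above about 37%, limit read from the data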;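 further: 0% = DMSO with enzyme and substrate and 100% = substrate only without enzyme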
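medium = Bis-Tris buffer pH 6.0, 2.5 mM DTT, 0.005% Tween 20 | test system = STEP (striatal-enriched tyrosine phosphatase) enzyme, cell-free | measure = normalized % inhibition | compound dosing = 20 µM, 1% DMSO | also added = 25 µM OMFP | schedule = reaction 20 min, ambient temperature | measured by = fluorescence read at 480 nm ex / 540 nm em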
CSN deneddyl inh – inhibitors of human CSN-mediated cullin deneddylation; AID 651999; inhibition, % at 12.5 µM; Purified CSN, SCF-Nedd8-OG deneddylation, fluorescence polarization; Q92905; 360,000 compounds, 0.38% hits;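 active means pattern-corrected inhibition above about 35%, with an unprinted fluorescence ratio check between 0.5 and 1.5, limit read from the data, passing the limit was not always enough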;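 further: 0% = enzyme with substrate and 100% = substrate without enzyme; some results filed as inactive read as strong as hits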
Target sequence (Q92905 whole entry, looked up, one chain of several): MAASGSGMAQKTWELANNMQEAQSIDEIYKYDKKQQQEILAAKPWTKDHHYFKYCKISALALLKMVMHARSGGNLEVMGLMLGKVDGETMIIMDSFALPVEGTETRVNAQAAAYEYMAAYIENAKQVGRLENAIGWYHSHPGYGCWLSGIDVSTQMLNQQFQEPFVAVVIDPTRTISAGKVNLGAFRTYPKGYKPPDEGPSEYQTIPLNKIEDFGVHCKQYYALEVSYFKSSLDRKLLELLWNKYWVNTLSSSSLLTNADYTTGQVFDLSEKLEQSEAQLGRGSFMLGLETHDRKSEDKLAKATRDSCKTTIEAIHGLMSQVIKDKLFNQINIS
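Material: purified human Csn5 enzyme expressed in HEK293T cells / Medium: Tris buffer pH 7.5, NaCl, DTT, Tween-20, trehalose, ovalbumin / Compound dosing: 12.5 µM single point / Schedule: 90 min incubation of compound, enzyme and substrate at room temperature / Signal: fluorescence polarization of the substrate / Control set: no-enzyme wells high, enzyme-with-substrate wells low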
NadD block – inhibitors of Staphylococcus aureus NadD; purified NadD enzyme, colorimetric absorbance read-out; inhibition, % at 20 µM; 360,000 compounds, 0.78% hits; AID 602399; in the data active means inhibition above about 26%; further: some compounds past the cut are filed as inactive
Numbers without * were called inactive; i = inactive; . = not tested or not shown. Not a hit list; about 3.6% have a hit in one of these screens.

SMILES	DNMT1 inh	TbMetRS inhib	LMPTP inh	Scp1 inh	Rpn11 block	SUMO1 PPI mod	PABP1 MLLE inh	STEP inh	CSN deneddyl inh	NadD block
Cn1c(CCNC(=O)c2cccs2)nnc1SCC(=O)N1CCN(c2ccccc2)CC1	1	-0.6	-2.3	-2	i	1	3	1	-1	2
COc1ccc(S(=O)(=O)N2CCCC2=O)cc1N(C)S(C)(=O)=O	-6	-0.6	-0.5	-5	i	8	1	-1	-5	0
Cc1ccc(CS(=O)(=O)c2ncc(Cl)c(C(=O)Nc3nnc(C)s3)n2)cc1	1	0.1	-1.2	-5	i	-2	34	0	3	0
COc1ccc(-c2nc3c(=O)n(C)c(=O)[nH]c3n2CCc2ccccc2)cc1	-1	-1.3	-0.7	-2	i	5	10	-1	1	1
COc1cc(C(=O)OCCN2CCOCC2)cc(OC)c1OC	37	0.2	-0.6	-5	i	-7	0	0	3	6
COc1ccc(N2C(=O)CCC(C(=O)Nc3ccccn3)C2c2ccc(OC)c(OC)c2)cc1 (centres undefined)	1	-0.7	-1.1	-5	i	-1	3	-4	3	3
CS(=O)(=O)N(CC(=O)NCCSCc1cccc(Cl)c1)c1ccc(F)cc1	2	0.1	0.4	-10	i	0	-9	-2	-4	-7
CN(CC(=O)Nc1cccc(S(=O)(=O)NC2=NCCC2)c1)Cc1ccccc1Cl	4	-0.2	-1.0	-5	i	2	-4	0	2	-6
Cc1cc(NC(=O)C(C)SCC(=O)OC(C)C(=O)Nc2cccc(C#N)c2)no1 (centres undefined)	1	-0.5	-1.2	-3	i	1	-10	-2	-3	-1
CC(NC(=O)Nc1ccc(F)cc1)c1ccc2c(c1)OCO2 (centres undefined)	-2	0.5	-0.9	-13	i	-4	-10	0	5	-2
O=C(SCc1c(O)c2ccccc2oc1=O)c1ccccc1	-1	-0.4	11	.	i	9	24	7	4	2
CC(C)COc1ccc(C(=O)Nc2sc3c(c2C(=O)O)CC(C)(C)OC3)cc1	-4	0.1	-0.3	-8	i	1	-10	5	-2	4
O=C(CN1C(=O)C2CC=CCC2C1=O)Nc1nc(-c2ccc(F)cc2)cs1 (centres undefined)	-17	-0.4	0.4	-6	i	0	5	0	-5	-3
O=C(C1CC1)N(CCN(C(=O)C1CC1)c1ccccc1)c1ccccc1	0	-0.9	-0.1	0	i	0	-3	1	-6	-3
COc1cccc(/C=N/Nc2cc(Cl)nc(C)n2)c1O	3	-1.2	1.1	-14	i	-5	-20	-4	-1	-1
COCCCn1c(=N)c(C(=O)NC2CCCCC2)cc2c(=O)n3ccccc3nc21	2	-0.2	1.3	4	i	-24	5	-1	-4	0
CC(=O)Nc1ccc(-c2nnc(SCC(=O)c3ccc4c(c3)Cc3ccccc3-4)n2C)cc1	38	0.1	2.8	3	i	-3	-74	2	-12	-1
CCNC(=O)NC(=O)COC(=O)CNC(=O)COc1ccccc1	2	-0.6	-2.6	2	i	-1	12	0	1	1
N=C1C(c2ccccc2)=C(O)CN1c1cccc(S(=O)(=O)NCc2ccco2)c1	-1	-0.6	-0.1	-2	i	2	14	1	-1	-10
Cc1cccnc1NC(=O)CCCNC(=O)c1ccc(Cl)cc1	4	-0.5	-1.3	-2	i	8	2	-2	0	0

Part of the list above with just PABP1 MLLE inh and Scp1 inh:
SMILES | PABP1 MLLE inh | Scp1 inh
O=C(CN1C(=O)C2CC=CCC2C1=O)Nc1nc(-c2ccc(F)cc2)cs1 (centres undefined) | 5 | -6
N=C1C(c2ccccc2)=C(O)CN1c1cccc(S(=O)(=O)NCc2ccco2)c1 | 14 | -2
COCCCn1c(=N)c(C(=O)NC2CCCCC2)cc2c(=O)n3ccccc3nc21 | 5 | 4
O=C(SCc1c(O)c2ccccc2oc1=O)c1ccccc1 | 24 | .

The list goes on.
SMILES	DNMT1 inh	TbMetRS inhib	LMPTP inh	Scp1 inh	Rpn11 block	SUMO1 PPI mod	PABP1 MLLE inh	STEP inh	CSN deneddyl inh	NadD block
CCOC(=O)c1cc(NC(=O)CSCCO)ccc1Cl	-1	-0.1	-2.5	-7	i	0	20	-4	3	6
COc1cccc(N=c2oc3ccc(OC)cc3cc2-c2nc3ccccc3[nH]2)c1	2	-0.3	8.4	10	i	-19	10	2	9	0
CCOc1ccc(C(C)=O)cc1COC(=O)C(C)N=C1NS(=O)(=O)c2ccccc21 (centres undefined)	-13	0.2	1.4	-5	i	4	-7	0	3	6
O=C(CCc1ccc(S(=O)(=O)N2CCOCC2)cc1)N1CCc2ccccc2C1	-4	2.9	-0.2	-5	i	5	9	1	2	-2
CCCCN=C1CC(C)(C)CC(=O)/C1=C(/O)CCC	3	0.9	-0.4	-10	i	0	-3	1	3	2
CC(=O)Nc1ccc(S(=O)(=O)NCC2(N3CCOCC3)CCCCC2)cc1	5	-0.5	-0.3	2	i	5	0	-3	-2	-4
CC(=O)Oc1ccc(N2C(=O)C3C4C=CC(CO)(O4)C3C2=O)cc1 (centres undefined)	1	0.2	-0.4	-2	i	-1	20	-1	1	1
COc1ccc(S(=O)(=O)N2CCN(C(=O)c3ccc(=O)[nH]n3)CC2)cc1OC	0	0.1	0.3	-8	i	4	0	1	-4	-7
Cc1ccc(SCC(=O)OC(C)C(=O)N2CCc3ccccc32)cc1 (centres undefined)	1	-0.8	0.6	-4	i	1	7	-1	3	-5
CCCOc1ccc(N2C(=O)CC(N3CCN(c4ccccc4OC)CC3)C2=O)cc1 (centres undefined)	-1	-1.1	0.2	-12	i	5	-5	0	-1	2
O=C(NCc1ccccc1Cl)C1CCN(S(=O)(=O)c2ccc(-n3cnnn3)cc2)CC1	-1	0.3	-1.6	-8	i	3	-3	-1	-1	-4
OCC(O)/C=N/Nc1nc(N2CCCCC2)nc(N2CCCCC2)n1 (centres undefined)	0	-0.6	-1.8	1	i	1	4	0	4	5
COc1ccccc1N1C(=O)C2CCC(c3ccccc3)CC2C1=O (centres undefined)	-1	-0.3	-1.3	-2	i	-1	15	-2	-3	-3
O=c1c2sccc2n(Cc2cc(=O)n3ccccc3n2)c(=O)n1-c1ccccc1	3	0.3	-1.3	-9	i	-8	9	-2	1	-4
Cc1ccc(NC(=O)c2c(-c3c(F)cccc3Cl)noc2C)cc1F	1	-1.2	1.4	-13	i	1	1	-3	-2	-2
CC[C@]12c3[nH]c4ccccc4c3CCN1C(=O)C(CC(=O)NCC13CC4CC(CC(C4)C1)C3)C[C@@H]2C(=O)N1CCN(C(=O)c2ccco2)CC1 (some centres undefined)	-13	-0.2	-0.8	12	i	-1	-6	0	-2	3
O=C(NCc1ccccc1F)c1ccc(S(=O)(=O)N2CCCCCC2)cc1	-1	-0.3	0.0	-8	i	4	-2	0	5	4
Cc1nc(-c2ccc(S(=O)(=O)Nc3ccc(S(N)(=O)=O)cc3)cc2)co1	0	0.8	1.2	3	i	4	8	-2	0	-4
CCN(CC)C(=O)C1CCCN(Cc2ccccc2)C1 (centres undefined)	3	-0.5	-1.1	-1	i	-3	3	1	4	-3
Cc1[nH]c2ccccc2c1SCc1nnc(SCc2ccccc2)n1C	1	-0.1	0.8	7	i	2	-6	1	-1	-2
COc1ccc(S(=O)(=O)N2CCOC2CNC(=O)C(=O)NCc2ccncc2)cc1OC (centres undefined)	-1	-0.3	-2.5	-5	i	-1	11	-2	2	-7
CC(=O)c1cc2c(cc1NC(=O)c1ccco1)OCCO2	0	-0.8	-1.1	-8	i	-2	-5	-3	-2	0
O=C(c1ccc2c(c1)OCO2)N1CCN(c2ccccc2)CC1	2	-0.3	-1.5	-10	i	-4	0	1	2	-1
CC(C)CNS(=O)(=O)c1ccc(OCC(=O)Nc2ccc3c(c2)OCO3)c(Cl)c1	-7	-1.3	-0.3	-7	i	8	1	-2	0	-1
Cn1c(=O)c2c(nc(CN3CCN(Cc4ccccc4)CC3)n2Cc2ccc(Cl)cc2)n(C)c1=O	-6	-0.4	-1.5	2	i	5	-10	0	1	-4
CCN1CCN(CCCNC(=O)c2ccc(CS(=O)c3ccc(Br)cc3)o2)CC1 (centres undefined)	1	0.3	-5.7	-9	i	-3	-1	1	4	-3
Cc1cc(C)cc(NS(=O)(=O)c2cccs2)c1	-1	1.1	0.5	-5	i	-2	-10	2	2	-8
O=C(c1ccc(N2CCCCC2)c([N+](=O)[O-])c1)N1CCN(S(=O)(=O)c2ccccc2)CC1	-3	-0.5	1.7	-3	i	-26	-41	-1	-1	7
COc1ccc(NC(=O)CC2Sc3ncnn3C2=O)cc1 (centres undefined)	0	0.5	0.0	-4	i	-1	43*	-2	3	4
COc1ccc(/C=C/C(=O)NCc2ccccn2)cc1OC	1	-1.7	-1.0	-5	i	-3	0	-1	-1	-8
Clc1ccc(CNCCCSc2ncccn2)cc1Cl	4	-2.0	8.3	-3	i	-2	3	-1	15	-2
COc1ccc(Cl)cc1NC(=O)COc1ccc(S(=O)(=O)N2CCOCC2)cc1C	12	-0.3	0.1	-5	i	2	-4	2	1	-9
CCCCNC(=O)C1(C)CCN1Cc1cccc2c(OC)cc(C(=O)OCC)cc12 (centres undefined)	-6	-0.3	1.3	.	i	-11	10	1	5	-5
Cc1ccc2oc(=O)n(Cc3ccccc3OC(C)C)c2c1	-3	-0.2	0.8	-10	i	0	-1	3	1	2
O=C(O)CC(CC(=O)O)n1cccc1	13	0.3	-1.2	7	i	7	-8	0	0	-1
OCCOc1ccc(CN2CCN(CCCc3ccccc3)C(CCO)C2)cc1 (centres undefined)	-2	-1.3	-2.1	-4	i	-3	9	-1	5	2
CCCCNC(=O)c1nc(C2CCNCC2)oc1-c1cccc(C(F)(F)F)c1	.	-0.1	60*	.	.	11	.	.	17	.
CCCCn1c(N)c(N(CC)C(=O)CSc2nnnn2-c2cc(C)ccc2C)c(=O)[nH]c1=O	-4	-0.5	0.6	-1	i	4	6	-1	7	2
CSc1ccccc1NC(=O)c1ccccc1C	0	-1.0	0.2	-1	i	2	20	0	-1	-4
